Screening results as filed in PubChem.
TcdB inh: TcdB glycohydrolase inhibition | P18177 | TcdB glycohydrolase enzymatic assay, plate reader | inhibition, % at 9.99 µM | actives 0.24% (n = 350,000); in the data active = inhibition above about 10%
BH1578 lux ind: induces V. cholerae light production without autoinducers; V. cholerae BH1578 lux reporter, luminescence, 6 h; activation, % at 18.7 µM; actives 0.16% (n = 350,000); in the data active = activation mostly above about 9.7%, no sharp cut-off; inconclusive = no clear call, values can overlap the other calls; inactive = mostly below about 3.7%; also: not every result past the cut was called active; inactives centre near 0; reference of the scale not given here
SSB-PriA inh: K. pneumoniae PriA-SSBct interaction inhibition; AlphaScreen SSBct-PriA binding, biotinylated peptide; inhibition, % at 33 µM; actives 0.6% (n = 430,000); AID 1272365; in the data active = inhibition mostly above about 37%, no sharp cut-off; inactive = mostly below about 20%;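 also: plate controls were negative control peptide for no effect and reference peptide for full effect; strong numbers were not always called active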
CCHFV vOTU inh: CCHFV vOTU protease inhibition. actives 0.55% (n = 370,000). Pep-AMC fluorescence. inhibition, % at 11.5 µM; in the data active = inhibition above about 30%; also: 0% = vehicle wells with enzyme and 100% = no enzyme wells
Yp Topo-I inh: inhibitors of Yersinia pestis topoisomerase I | Y. pestis Topo-I cleavage product accumulation, plate reader | AID 504884 | actives 0.064% (n = 360,000) | activity, % at 10 µM; in the data active = activity above about 50%, passing the limit was not always enough; inconclusive = no clear call, values can overlap the other calls; also: inactives centre near 2
PfHsp40 rescue: compounds rescuing yeast from Plasmodium falciparum HSP40 toxicity. S. cerevisiae expressing PfHsp40, growth rescue, ATP luminescence. growth rescue, % at 12.5 µM. actives 0.68% (n = 340,000). AID 504582; in the data active = growth rescue above about 28%, passing the limit was not always enough; inconclusive = no clear call, values can overlap the other calls;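 also: yeast W303a lacking pdr1 and pdr3 grown in galactose medium; growth measured after three days at 30 °C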
SARS 3CLpro inh: SARS-CoV 3CLpro protease inhibition | recombinant SARS-CoV 3CLpro, quenched FRET peptide cleavage | inhibition, % at 6 µM | actives 0.14% (n = 290,000); in the data active = inhibition above about 12%
VHR inh abs: blocks human VHR1 dual specificity phosphatase | actives 0.52% (n = 290,000) | P51452 | recombinant VHR phosphatase, pNPP absorbance | inhibition, % at 13.3 µM; in the data active = inhibition above about 50%; also: some compounds called inactive have numbers as strong as hits
Anthrax LF prot: inhibitors of Bacillus anthracis lethal factor protease | inhibition, % at 10 µM | actives 0.12% (n = 360,000) | multiplex microsphere protease cleavage assay, LF | AID 588501 | P15917; also: plate controls were buffer without enzyme for full effect and enzyme alone for no effect
BoNT-A LC inh2: blocks Botulinum neurotoxin A light chain protease; multiplex microsphere protease substrate cleavage, flow cytometry; inhibition, % at 10 µM; actives 0.17% (n = 360,000); AID 588499; also: plate controls were buffer without enzyme for full effect and enzyme alone for no effect
Starred values were filed as active, the others as inactive; i = inactive; ? = inconclusive; . = not tested or not shown; & = joins results of further samples. Rule as the data show it, unless noted: active = inhibition above about 30%; inconclusive = no clear call, values can overlap the other calls; inactive = below that.

SMILES	TcdB inh	BH1578 lux ind	SSB-PriA inh	CCHFV vOTU inh	Yp Topo-I inh	PfHsp40 rescue	SARS 3CLpro inh	VHR inh abs	Anthrax LF prot	BoNT-A LC inh2
Cc1cc(SCC(=O)Nc2c(C)n(C)n(-c3ccccc3)c2=O)nc2ccccc12	0.3	-0.4	-4	8	2	1.6	-1	-2	10	-0.1
O=C(O)c1c(C(=O)O)c(-c2ccc(Br)cc2)n2c1CSC2	0.6	i	-1	-1	0	-0.9	2	.	4	0.5
CCOC(=O)C1(CCc2ccccc2)CCN(C(=O)CN2C(=O)CSC2=O)CC1	0.3	0.9	-21	5	6	-1.6	4	-46	-9	-0.1
O=c1c2cn(Cc3ccc(F)cc3)c3ccc(F)cc3c-2nn1Cc1ccc(F)cc1	1.0	-0.6	-6	8	-4	-0.2	-2	21	-9	-0.7
Cc1ccccc1Oc1nc2c(C)cccn2c(=O)c1/C=C(\C#N)C(=O)Nc1c(C)n(C)n(-c2ccccc2)c1=O	2.1	-0.3	-1	0	28	0.8	0	15	0	0.9
CCCC(=O)Nc1ccc(Oc2ccc(NC(=O)CCC)cc2)cc1	.	i	1	-2	4	0.9	1	22	0	?
O=C(O)CCN1/C(=C/C=Nc2ccccc2)Oc2ccccc21	.	i	-1	17	1	-0.9	0	15	-3	-0.1
CCCN(CC1CCCO1)C(=O)CCc1nnc(-c2cc(C)on2)o1 (stereo not given)	0.1	-1.6	1	-1	5	-0.3	1	25	2	0.2
O=C(Nc1ccc(F)cc1)c1nsc(Cl)c1Cl	.	i	-3	4	-6	-0.5	-4	31	-3	0.5
COc1cccc(CNC(=O)CCC2CCCN(C(=O)c3ccc(OC)o3)C2)c1 (stereo not given)	1.9	-0.2	3	-6	1	-0.5	7	-17	8	-1.3
COc1ccc(C2COC(=O)C2=N)c(NC(=O)c2ccc(Cl)cc2)c1 (stereo not given)	0.7	-0.2	-11	5	-3	13	0	6	1	-0.4
COC(=O)c1ccc(NC(=O)CSc2nnnn2C2CCCCC2)cc1	.	-0.6	-10	-14	23	0.6	-6	-9	10	2.8
CCc1ccccc1OCC(=O)Nc1cc(S(=O)(=O)N(CC)CC)ccc1N1CCOCC1	0.3	0.0	0	6	-5	0.3	.	.	-4	-0.7
COc1ccc(NC(=O)c2ccc(NC(=O)CSc3nc(N)cc(=O)[nH]3)cc2)cc1	0.8	-2.1	-2	6	-2	1.6	.	.	-7	1.8
O=c1cc(CSc2nc3ccccc3c(=O)[nH]2)c2ccc(O)cc2o1	.	i	5	-6	6	-0.9	2	38	0	-0.3

Compound profiles (already shown). Order of screens: TcdB inh, BH1578 lux ind, SSB-PriA inh, CCHFV vOTU inh, Yp Topo-I inh, PfHsp40 rescue, SARS 3CLpro inh, VHR inh abs, Anthrax LF prot, BoNT-A LC inh2
`CCCN(CC1CCCO1)C(=O)CCc1nnc(-c2cc(C)on2)o1` (stereo not given) is entered as 0.1, -1.6, 1, -1, 5, -0.3, 1, 25, 2, 0.2
`O=c1cc(CSc2nc3ccccc3c(=O)[nH]2)c2ccc(O)cc2o1` is entered as ., i, 5, -6, 6, -0.9, 2, 38, 0, -0.3
`CCCC(=O)Nc1ccc(Oc2ccc(NC(=O)CCC)cc2)cc1` is entered as ., i, 1, -2, 4, 0.9, 1, 22, 0, ?
`Cc1cc(SCC(=O)Nc2c(C)n(C)n(-c3ccccc3)c2=O)nc2ccccc12` is entered as 0.3, -0.4, -4, 8, 2, 1.6, -1, -2, 10, -0.1
`COc1cccc(CNC(=O)CCC2CCCN(C(=O)c3ccc(OC)o3)C2)c1` (stereo not given) is entered as 1.9, -0.2, 3, -6, 1, -0.5, 7, -17, 8, -1.3

(cont.)
SMILES	TcdB inh	BH1578 lux ind	SSB-PriA inh	CCHFV vOTU inh	Yp Topo-I inh	PfHsp40 rescue	SARS 3CLpro inh	VHR inh abs	Anthrax LF prot	BoNT-A LC inh2
CC(C)c1ccc(NC(=O)NN2CCOCC2)cc1	0.9	-0.1	-7	11	7	-1.3	-2	20	0	0.9
C=CCNc1nc(NCCN2CCOCC2)nc(N2CCOCC2)n1	.	.	-21	5	6	0.0	-1	7	3	0.6
O=C(Nc1ccccc1)C1CCCN1C(=O)NCc1ccccc1 (stereo not given)	0.8	-0.7	5	-11	7	-0.7	3	-15	0	0.6
Cc1nn(CC(=O)Nc2ccncc2)c(C)c1[N+](=O)[O-]	.	i	-14	10	-4	-0.7	-1	-15	-1	-0.3
CCc1ccc2[nH]c(=O)c(CN(Cc3ccc4c(c3)OCO4)Cc3nnnn3C3CCCC3)cc2c1	1.1	-3.6	-4	10	29	1.5	-3	-10	4	0.5
CC(=O)OC1C=CN(C(C)=O)C(SC(C)(C)C)C1(C)O (stereo not given)	0.7	i	.	23	4	.	.	.	-2	-0.2
CCN(C(=O)COC(=O)c1cncc(Br)c1)C1CCS(=O)(=O)C1 (stereo not given)	-0.8	-0.3	-5	-6	6	-1.6	4	12	-5	0.1
Cc1ccc(C)c(N2CCN(S(=O)(=O)c3cc4c(cc3C)NC(=O)CO4)CC2)c1	0.9	-0.6	-4	5	23	0.5	5	25	-5	-0.6
CC(C)Nc1ncnc2c1ncn2[C@H]1CN(C2CCCC2)C[C@@H](CO)O1	-0.5	-0.3	.	-5	-2	.	.	.	-3	-0.4
COc1cccc(-n2nnnc2SCC(=O)Nc2ccccc2OC)c1	0.6	-0.3	-21	7	22	0.3	-4	15	3	0.4
COc1ccc(-n2c(=S)[nH]c3cc(C(=O)Nc4cccc(C)c4)ccc3c2=O)cc1	-0.5	-4.2	-1	-13	0	0.1	-5	13	-2	-0.3
O=C(CSc1nncs1)Nc1cccc2ccccc12	1.2	-0.3	5	-2	0	0.4	.	.	.	.
Cc1cccc(NC(=O)COc2coc(CN3CCN(Cc4ccccc4)CC3)cc2=O)c1	1.2	i	-4	0	-1	0.4	.	.	1	-0.3
c1csc(-c2nn3c(C4COc5ccccc5O4)nnc3s2)c1 (stereo not given)	.	0.1	-2	.	24	-0.8	4	13	3	1.6
O=C(Nc1ccc(OC(F)(F)F)cc1)NC1CCC(Oc2ccc(C(=O)O)cc2)CC1 (stereo not given)	-0.2	i	-4	-1	5	-1.4	.	.	-5	0.6
CCSc1nc2ccccc2n1C(=O)c1ccc(S(=O)(=O)N2CCCCCC2)cc1	.	0.2	0&-27	-9	12	0.7	-7	-18	-1	0.6
C=CC(=O)NC1CC2CCC1(C)C2(C)C (stereo not given)	2.2	0.0	4	-17	-5	0.9	-2	4	-5	-4.2
COc1cccc(CNC(=O)C2CCN(c3nnc(N4CCCC4=O)s3)CC2)c1	0.5	-1.1	-11	0	3	0.9	-5	29	-5	-0.8
CC(C)[C@H](NC(=O)c1ccccc1F)C(=O)NNC(=O)c1cccs1	0.1	i	6	5	4	-0.9	.	.	-8	-0.1
CCOC(=O)N=S(N)(=O)c1ccccc1 (stereo not given)	2.1	-0.2	-4	-5	4	0.1	0	-2	0	-0.2
CCN(C(=O)COC(=O)c1cccnc1SC)c1c(N)n(Cc2ccccc2)c(=O)[nH]c1=O	-7.0	i	4	25	-2	-1.5	.	.	0	4.4
CC1Sc2ccc(S(=O)(=O)CCC(=O)N3CCCCC3)cc2NC1=O (stereo not given)	1.4	-0.4	3	9	6	-0.1	-5	21	0	0.6
O=c1[nH]c2c(c(=O)[nH]1)OCN(Cc1ccccc1)C2	-36	-0.9	-10	4	9	-0.4	.	.	-3	0.1
O=C(NC1CC1)C1CCN(S(=O)(=O)c2ccc(Cl)cc2)CC1	0.4	-0.9	1	-5	-2	-1.5	0	14	1	-1.2
CCN(CC(=O)NCc1ccc(Cl)cc1)CC(=O)NC1(C#N)CCCC1	-1.2	i	-2	-2	4	-1.3	4	34	-4	2.9
Cn1c(NN)nc2sc3c(c2c1=O)CC(C)(C)OC3	.	-0.4	3	-3	-19	-0.6	-1	4	-6	-0.8
CCOC(=O)c1nc(Nc2ccccc2C)c2ccccc2n1	0.7	-0.4	-8	-3	10	1.7	0	25	-6	0.5
COc1cc(CN2CCCC(N3CCc4ccccc4C3)C2)c(Cl)cc1O (stereo not given)	1.1	-1.5	1	-15	7	1.3	2	16	-7	-1.4
Cc1ccsc1C(=O)Nc1n[nH]c(C(F)(F)F)n1	-1.2	-0.5	-2	-11	3	-2.0	2	14	1	0.0
CCSc1nnc(NC(=O)C2CCCCC2C(=O)OCC(F)(F)C(F)F)s1 (stereo not given)	.	-0.4	-4	-1	-1	-0.9	-1	-18	3	0.1

The last six compounds of the section before are carried over, then new ones follow.
SMILES	TcdB inh	BH1578 lux ind	SSB-PriA inh	CCHFV vOTU inh	Yp Topo-I inh	PfHsp40 rescue	SARS 3CLpro inh	VHR inh abs	Anthrax LF prot	BoNT-A LC inh2
CCN(CC(=O)NCc1ccc(Cl)cc1)CC(=O)NC1(C#N)CCCC1	-1.2	i	-2	-2	4	-1.3	4	34	-4	2.9
Cn1c(NN)nc2sc3c(c2c1=O)CC(C)(C)OC3	.	-0.4	3	-3	-19	-0.6	-1	4	-6	-0.8
CCOC(=O)c1nc(Nc2ccccc2C)c2ccccc2n1	0.7	-0.4	-8	-3	10	1.7	0	25	-6	0.5
COc1cc(CN2CCCC(N3CCc4ccccc4C3)C2)c(Cl)cc1O (stereo not given)	1.1	-1.5	1	-15	7	1.3	2	16	-7	-1.4
Cc1ccsc1C(=O)Nc1n[nH]c(C(F)(F)F)n1	-1.2	-0.5	-2	-11	3	-2.0	2	14	1	0.0
CCSc1nnc(NC(=O)C2CCCCC2C(=O)OCC(F)(F)C(F)F)s1 (stereo not given)	.	-0.4	-4	-1	-1	-0.9	-1	-18	3	0.1
COc1ccccc1CNC(=O)C1CCN(S(=O)(=O)c2ccc(-n3cnnn3)cc2)CC1	1.3	-0.4	-16	17	5	0.2	0	7	-9	3.7
O=C(CN(Cc1ccccc1)S(=O)(=O)c1ccc2c(c1)OCCO2)Nc1ccc2c(c1)OCCO2	3.2	i	-8	15	6	3.6	4	-1	-7	-0.4
CC(=O)N1N=C(c2ccccc2O)CC1c1cccs1 (stereo not given)	0.9	i	-9	-12	-6	-1.0	-3	32	6	-2.4
Cc1ccccc1OCC(=O)NCC(=O)N/N=C/c1ccc(Br)o1	.	-0.2	.	12	-6	-0.3	-2	30	1	0.2
O=C(CC1CC1)Nc1ccc2c(c1)[C@@H]1C[C@H](CC(=O)NC3CCCC3)O[C@@H](CO)[C@@H]1O2	0.6&0.3	i	.	3	-5	.	.	.	-2	-0.6
CCOC(=O)C1CCN(C(=O)CNC(=O)c2nn(-c3ccc(OC)cc3)c(=O)c3ccccc23)CC1	1.0	-0.8	-19	-9	14	0.0	4	21	-10	1.3
COc1ccc(CCN2C(=O)CS/C2=N\NC(=O)c2cccs2)cc1OC	1.2	-0.4	.	6	7	0.3	6	-1	-5	0.0

The list is partial; count on the stated rates, not on these rows.
